Source: PubChem BioAssay (several laboratories)
Rin1-Abl PPI inh = inhibitors of Rin1-Abl protein binding, primary screen, biochemical, TR-FRET. 360,000 tested, 0.4% active. inhibition, % at 7.35 µM. AID 588664, 2011; in the data active means inhibition above about 5%, passing the limit was not always enough
FAS-TE inh = FAS thioesterase domain inhibitors, primary screen, biochemical, fluorescence intensity, uHTS; Fatty acid synthase (Homo sapiens), P49327; recombinant FAS-TE, OMFH fluorogenic substrate, fluorescence endpoint; inhibition, % at 15 µM; 360,000 tested, 0.67% active; AID 602261, 2012;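 active means compounds whose normalised, plate-corrected inhibition of enzyme fluorescence in the single-dose primary screen is 50% or more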;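 further: 0% = DMSO with enzyme and 100% = substrate without enzyme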
MT1-MMP act inh = blockers of MT1-MMP proenzyme processing, primary screen, HT1080 RFP-PRO-GFP cells, GFP/RFP fluorescence; AID 651647, 2012; 360,000 tested, 0.061% active; GFP/RFP ratio change, % at 20 µM; Matrix metalloproteinase-14 (Homo sapiens), P50281; GFP/RFP ratio fluorescence, overnight; percent of plate control window, DMSO zero;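 active means GFP/RFP ratio change of at least 30% with cell ATP level not reduced by more than half and red fluorescence within 50% of control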; further: strong numbers were not always called active
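Assay system: HT1080 RFP-PRO-GFP cells | Dosing: 20 µM single dose, 1% DMSO | Incubation: Cells overnight before dosing, compound overnight, 37 °C, 5% CO2 | Evaluation: GFP/RFP fluorescence ratio | Control set: DMSO-only wells and HT1080 RFP-L50D-GFP cell wells as references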
MsrA inhibitor = bovine MsrA enzyme inhibitors, primary screen, biochemical, absorbance, HTS; Methionine sulfoxide reductase A (Bos taurus); purified bovine MsrA, absorbance read-out; inhibition, % at 15.5 µM; 360,000 tested, 0.75% active; AID 651718, 2012; in the data active means inhibition above about 4.5%;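 further: 0% = vehicle wells with enzyme and 100% = reference inhibitor wells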
CendR NRP1 mod = modulators of CendR peptide binding to NRP-1, primary screen, biochemical, fluorescence polarization, uHTS. inhibition, % at 25 µM. FAM-RPARPAR peptide binding to NRP-1. 360,000 tested, 0.85% active;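 active means inhibition or corrected inhibition above about 18%, plus a signal ratio from 0.5 to 1.5, limit read from the data, passing the limit was not always enough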; further: strong numbers were not always called active
Target sequence (O14786 whole entry, looked up): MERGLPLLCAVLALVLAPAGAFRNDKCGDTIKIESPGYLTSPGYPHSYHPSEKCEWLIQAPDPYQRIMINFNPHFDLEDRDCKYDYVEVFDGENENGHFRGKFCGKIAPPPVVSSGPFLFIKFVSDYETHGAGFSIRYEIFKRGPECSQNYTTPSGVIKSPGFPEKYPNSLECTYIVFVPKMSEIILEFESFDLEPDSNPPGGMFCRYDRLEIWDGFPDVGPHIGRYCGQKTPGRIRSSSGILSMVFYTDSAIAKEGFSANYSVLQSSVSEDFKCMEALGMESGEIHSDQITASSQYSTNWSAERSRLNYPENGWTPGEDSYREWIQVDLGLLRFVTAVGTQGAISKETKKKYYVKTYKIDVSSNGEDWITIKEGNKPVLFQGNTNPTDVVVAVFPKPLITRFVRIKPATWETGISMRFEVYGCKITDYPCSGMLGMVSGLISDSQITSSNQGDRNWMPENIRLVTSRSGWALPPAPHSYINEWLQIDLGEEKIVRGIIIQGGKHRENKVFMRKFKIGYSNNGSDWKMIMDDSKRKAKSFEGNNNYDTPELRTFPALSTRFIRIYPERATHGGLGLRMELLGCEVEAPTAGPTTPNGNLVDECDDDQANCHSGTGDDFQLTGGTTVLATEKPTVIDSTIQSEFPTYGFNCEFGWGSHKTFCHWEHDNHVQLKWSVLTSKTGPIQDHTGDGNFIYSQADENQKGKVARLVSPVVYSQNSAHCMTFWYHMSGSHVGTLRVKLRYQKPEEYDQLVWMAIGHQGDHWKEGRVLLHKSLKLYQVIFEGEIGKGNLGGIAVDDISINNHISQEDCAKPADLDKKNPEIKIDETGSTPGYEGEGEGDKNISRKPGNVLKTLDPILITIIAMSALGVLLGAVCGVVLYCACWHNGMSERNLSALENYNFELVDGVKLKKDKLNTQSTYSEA
Neddyl block = inhibitors of cullin neddylation, primary screen, biochemical, TR-FRET, uHTS, NAE and Ubc12 | calls only at 25 µM | 360,000 tested, 0.58% active | AID 651699, 2012; in the data active means inhibition above about 36%
bovine MsrA act = bovine MsrA enzyme activators, primary screen, biochemical, absorbance, HTS | Methionine sulfoxide reductase A (Bos taurus) | purified bovine MsrA, absorbance read-out | activation, % at 10.6 µM | 360,000 tested, 0.3% active; in the data active means activation above about 7.5%;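 further: 0% = vehicle and 100% = reference activator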
eLon inh = inhibitors of E. coli Lon protease, primary screen, biochemical, fluorescence polarization | purified E. coli Lon protease | P0A9M0 | 360,000 tested, 0.42% active | AID 602123, 2011 | inhibition, % at 7.94 µM; in the data active means inhibition above about 13%, passing the limit was not always enough;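 further: 0% = enzyme with probe and DMSO and 100% = no enzyme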
SKN-1 inh = suppressors of acrylamide-induced Pgst-4::GFP reporter in worms, primary screen, SKN-1 inhibitor project, whole organism, uHTS, GFP/RFP fluorescence ratio, strain VP596. C. elegans VP596 Pgst-4::GFP/RFP ratio, 24 h. inhibition, % at 21.8 µM. 360,000 tested, 0.49% active. AID 624304, 2012;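 active means interference check ratio from 0.5 to 1.5 plus GFP to RFP signal ratio inhibition reaching or exceeding a fixed threshold, cut at about 30% in these data, passing the limit was not always enough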; further: some compounds called inactive have numbers as strong as hits
The depositor's hits bear a star; i = inactive; . = no result given.

SMILES	Rin1-Abl PPI inh	FAS-TE inh	MT1-MMP act inh	MsrA inhibitor	CendR NRP1 mod	Neddyl block	bovine MsrA act	eLon inh	SKN-1 inh
COC(=O)[C@@]1(Cc2ccc(OC)cc2)[C@H]2c3cc(C(=O)N4CCCC4)n(CCc4ccc(OC)c(Br)c4)c3C[C@H]2CN1C(=O)c1ccccc1	.	73*	-39	-0.5	-6	i	-2	-8	15
Clc1ccccc1Cn1c(/C=C/c2ccco2)nc2ccccc21	1	28	-13	-0.6	-80	.	-10	-28	-4
c1ccc(CCNc2ncnc3nc[nH]c23)cc1	3	-11	-2	-0.9	13	i	-3	-15	14
CCc1nnc(NC(=O)CCC(=O)N2CCN(c3ccccn3)CC2)s1	4	-6	-5	-0.3	-8	i	-1	-2	5
CC(C)OC(=O)CSc1nnc2c(n1)[nH]c1ccc(F)cc12	5	-9	5	0.6	-4	i	-3	1	2
COc1ccccc1-n1c(SCC(=O)NC2CCCCC2)nc2c(c1=O)SCC2	1	-1	3	2.0	3	i	-2	5	28
Cc1ccc(C(=O)ONc2ccc(N=NC(=O)c3ccccc3O)cc2)cc1	-1	1	-2	-0.3	21	i	-2	3	12
Cn1cccc1/C=C1\CCC/C(=C\c2cccn2C)C1=O	-1	-46	-238	0.0	122	i	-8	-339	13
O=C(Nc1ccc(N2CCOCC2)cc1N1CCOCC1)c1ccc(F)cc1	6	-2	4	0.1	4	i	-5	1	-12
Cc1[nH]c2ccccc2c1C(=O)CSc1nc2ccccc2[nH]1	-1	6	9	-0.7	5	i	-2	4	8
CC(=O)c1cc(-c2ccccc2)n(CCC(=O)NC2CCCCCC2)c1C	0	-3	0	-0.1	-11	i	-4	-8	5
N#Cc1c(-c2ccc(F)cc2)nc(-c2ccccc2)[nH]c1=O	1	-7	0	0.3	0	i	-3	0	12
O=C(CN1CSCC1=O)N1CCN(S(=O)(=O)c2cc(C(F)(F)F)ccc2Cl)CC1	6	-3	-4	-0.5	0	i	-5	-3	-6
O=C(Cn1c(=O)sc2ccccc21)Nc1ccc(S(=O)(=O)N2CCCCC2)cc1	3	15	11	0.2	1	i	-1	1	10
CC[C@]12c3[nH]c4ccc(Cl)cc4c3CCN1C(=O)[C@@H](CC(=O)NCc1ccc(OC)c(OC)c1)C[C@@H]2C(=O)N1CCN(C(=O)C2CC2)CC1	0	4	-2	-0.5	-10	i	-1	1	-1
O=C(OCc1ccccc1)C1=NNC2C(=O)N(Cc3ccccc3)C(=O)C12 (configuration not stated)	2	2	5	-0.5	3	i	-1	9	-15
CCOCCCNc1nc(-c2ccccc2)nc2ccccc12	2	11	-1	1.1	-2	i	-4	-5	-3
CCCN(CCC)C1CC(=O)N(Cc2ccccc2)C1=O (configuration not stated)	-3	-2	3	-0.1	-3	i	-2	3	-24
CN1CCN(c2ccc(Cl)cc2NS(=O)(=O)c2ccccc2Cl)CC1	4	-1	-5	-1.0	-2	i	-2	0	7
O=C(O)[C@H](Cc1ccccc1)N1C(=O)c2ccncc2C1=O	3	-8	-4	2.8	1	i	-2	-7	5
O=[N+]([O-])c1cccc(NNS(=O)(=O)c2ccccc2F)c1	0	-3	7	-1.7	15	i	-10	5	-8
c1ccc2c(c1)c1c3n2CCNC3CCC1 (configuration not stated)	2	-4	-1	-0.3	-3	i	-3	-6	25
CN(C)S(=O)(=O)Oc1cc(Cl)ccc1C(=O)Nc1ccc(F)cc1F	5	6	-1	1.9	9	i	-2	2	4
S=C(NCc1ccccc1)Nc1ccc2cn[nH]c2c1	-2	-3	-3	0.5	4	i	0	0	-10
CC(C)=N/N=C1/NC(=O)C(Cc2ccccc2)S1 (configuration not stated)	1	-5	1	-1.1	-2	i	-2	-1	7
O=C(CC1(CC(=O)N2CCOCC2)CCCC1)Nc1ccccc1	3	-2	1	-0.3	21	i	-2	-6	5
Cc1noc(C)c1COC(=O)C1CCN(S(=O)(=O)c2c(Cl)cccc2Cl)CC1	1	10	1	-1.1	-20	i	4	14	16
COc1cc(C(=O)OCC(=O)NCCCc2ccccc2)ccc1OCC(C)C	-2	12	0	-0.9	14	i	1	1	5

Compounds listed so far with sulfur, in the order listed:
SMILES	Rin1-Abl PPI inh	FAS-TE inh	MT1-MMP act inh	MsrA inhibitor	CendR NRP1 mod	Neddyl block	bovine MsrA act	eLon inh	SKN-1 inh
CCc1nnc(NC(=O)CCC(=O)N2CCN(c3ccccn3)CC2)s1	4	-6	-5	-0.3	-8	i	-1	-2	5
CC(C)OC(=O)CSc1nnc2c(n1)[nH]c1ccc(F)cc12	5	-9	5	0.6	-4	i	-3	1	2
COc1ccccc1-n1c(SCC(=O)NC2CCCCC2)nc2c(c1=O)SCC2	1	-1	3	2.0	3	i	-2	5	28
Cc1[nH]c2ccccc2c1C(=O)CSc1nc2ccccc2[nH]1	-1	6	9	-0.7	5	i	-2	4	8
O=C(CN1CSCC1=O)N1CCN(S(=O)(=O)c2cc(C(F)(F)F)ccc2Cl)CC1	6	-3	-4	-0.5	0	i	-5	-3	-6
O=C(Cn1c(=O)sc2ccccc21)Nc1ccc(S(=O)(=O)N2CCCCC2)cc1	3	15	11	0.2	1	i	-1	1	10
CN1CCN(c2ccc(Cl)cc2NS(=O)(=O)c2ccccc2Cl)CC1	4	-1	-5	-1.0	-2	i	-2	0	7
O=[N+]([O-])c1cccc(NNS(=O)(=O)c2ccccc2F)c1	0	-3	7	-1.7	15	i	-10	5	-8
CN(C)S(=O)(=O)Oc1cc(Cl)ccc1C(=O)Nc1ccc(F)cc1F	5	6	-1	1.9	9	i	-2	2	4
S=C(NCc1ccccc1)Nc1ccc2cn[nH]c2c1	-2	-3	-3	0.5	4	i	0	0	-10
CC(C)=N/N=C1/NC(=O)C(Cc2ccccc2)S1 (configuration not stated)	1	-5	1	-1.1	-2	i	-2	-1	7
Cc1noc(C)c1COC(=O)C1CCN(S(=O)(=O)c2c(Cl)cccc2Cl)CC1	1	10	1	-1.1	-20	i	4	14	16

Compounds were not picked by outcome (roughly 4.2% active in at least one column).
